RAD52 anneal inh = inhibitors of human RAD52 DNA annealing; P43351; recombinant RAD52 DNA annealing, FRET fluorescence; inhibition, % at 18.7 µM; actives 0.46% (n = 360,000); AID 651710;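 active means every replicate showing at least 50% inhibition; inconclusive means mean inhibition at least 50% but not in every replicate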
Target sequence (P43351 whole entry, looked up): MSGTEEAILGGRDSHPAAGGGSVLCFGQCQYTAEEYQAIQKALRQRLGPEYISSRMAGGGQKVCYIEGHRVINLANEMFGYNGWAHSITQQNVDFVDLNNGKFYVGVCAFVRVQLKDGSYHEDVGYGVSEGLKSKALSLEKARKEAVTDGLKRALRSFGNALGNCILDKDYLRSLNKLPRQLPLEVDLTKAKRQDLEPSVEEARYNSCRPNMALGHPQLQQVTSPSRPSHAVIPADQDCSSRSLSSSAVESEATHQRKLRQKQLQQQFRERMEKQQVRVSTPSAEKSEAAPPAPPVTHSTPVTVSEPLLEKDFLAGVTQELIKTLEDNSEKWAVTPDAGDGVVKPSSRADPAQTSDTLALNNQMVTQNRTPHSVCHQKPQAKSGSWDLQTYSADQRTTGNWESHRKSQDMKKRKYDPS
RAD54 inh = blocks human RAD54 Holliday junction branch migration; Q92698; FAM/BHQ fluorescence; inhibition, % at 10.4 µM; actives 0.14% (n = 360,000); AID 602329;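 active means mean normalized replicate activity at least 40 and at least half of replicates scoring 40 or more; inconclusive means only one of the two criteria met; inactive means mean below 40 and under half of replicates reaching 40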;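 further: 0% = median of neutral control wells and 100% = median of positive control wells; inhibitors cause a drop in the FAM fluorescence signal; in these data hits start at about 50%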
esBAF inh = SWI/SNF esBAF complex inhibition; reporter increase, % at 12.5 µM; actives 2% (n = 350,000); mouse ES cells, Bmi1-luciferase knock-in reporter, 24 h; 100% = twice the neutral-well signal; AID 602393; in the data active means activation above about 40%; inconclusive means no clear call, values can overlap the other calls;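 further: 0% = median of the plate's neutral control wells and 100% = double that signal; a rise in the Bmi1 reporter signal indicates esBAF inhibition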
E-sel inducer = E-selectin induction on HUVECs | P16581 | HUVEC E-selectin immunofluorescence imaging; normalized: neutral wells 0, TNF-alpha wells 100 | activation, % at 7.58 µM | actives 0.37% (n = 260,000) | AID 686992;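 active means mean E-selectin-positive cell signal at least 10% of the positive control, reached in at least 60% of replicates, without over 20% cell loss; inconclusive means no rule given, readout overlaps actives, possibly toxicity-flagged; inactive means the rest, including those meeting only one limit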;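 further: in these data hits start at about 27%; measured in HUVEC primary endothelial cells; signal is the percent of cells scored E-selectin positive by PE staining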
Target sequence (P16581 whole entry, looked up): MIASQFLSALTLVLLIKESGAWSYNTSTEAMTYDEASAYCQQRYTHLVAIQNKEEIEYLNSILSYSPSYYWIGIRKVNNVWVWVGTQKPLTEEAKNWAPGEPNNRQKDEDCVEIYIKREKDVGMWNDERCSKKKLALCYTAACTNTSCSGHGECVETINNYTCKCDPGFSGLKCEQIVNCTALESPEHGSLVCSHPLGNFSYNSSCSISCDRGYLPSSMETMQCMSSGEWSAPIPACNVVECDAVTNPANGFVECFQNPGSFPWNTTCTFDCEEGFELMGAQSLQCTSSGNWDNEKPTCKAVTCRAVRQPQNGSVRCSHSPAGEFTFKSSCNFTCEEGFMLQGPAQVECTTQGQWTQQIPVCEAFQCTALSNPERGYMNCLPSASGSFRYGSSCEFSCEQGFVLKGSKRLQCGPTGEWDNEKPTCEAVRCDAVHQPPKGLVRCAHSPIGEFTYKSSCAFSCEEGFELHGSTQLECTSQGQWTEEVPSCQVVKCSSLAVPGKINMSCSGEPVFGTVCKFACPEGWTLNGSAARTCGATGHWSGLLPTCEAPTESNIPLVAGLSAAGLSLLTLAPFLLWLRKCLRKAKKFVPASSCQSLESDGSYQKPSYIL
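assay system = HUVEC, human umbilical vein endothelial cells | input = 3,000 HUVEC seeded per well | medium = EGM-2 growth medium on 0.1% gelatin-coated wells | dosing = one compound dose added by pin transfer | signal = immunofluorescence imaging | read-out basis = % PE-positive cells | control set = TNF-alpha, DMSO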
PglD inh = blocks C. jejuni PglD acetyltransferase activity; purified PglD enzyme, DTNB colorimetric CoA detection; inhibition, % at 12.5 µM; actives 0.098% (n = 360,000); AID 602405; in the data active means inhibition above about 16%, passing the limit was not always enough; inconclusive means no clear call, values can overlap the other calls; further: strong numbers were not always called active
CASP6 VEID inh = caspase-6 (human) enzyme inhibition | P55212 | purified caspase-6, Z-VEID-R110 cleavage fluorescence | inhibition, % at 12.5 µM | actives 0.53% (n = 350,000);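 active means mean inhibition across replicates at least about 35%, with every replicate also reaching that limit, limit read from the data; inconclusive means only one of the two criteria met; inactive means neither criterion met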;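 further: 0% = median of neutral control wells and 100% = no fluorescence left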
ERp5 inh = blocks human ERp5 reductase activity on insulin. ERp5 insulin aggregation, absorbance 650 nm, 90 min. inhibition, % at 9.99 µM. actives 0.05% (n = 350,000);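 active means mean replicate inhibition above about 25%, with every replicate also reaching it, limit read from the data, passing the limit was not always enough; inconclusive means only one of those two criteria met; inactive means neither criterion met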
ARNT TACC3 PPI = disruptors of human ARNT/TACC3 interaction. inhibition, % at 9.99 µM. Q9Y6A5. AlphaScreen His-ARNT PAS-B/GST-TACC3 binding, luminescence; TACC3 fragment carries E629A point mutation. actives 0.66% (n = 390,000);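 active means mean inhibition of replicates at least 50% and at least half of replicates each reaching 50%; inconclusive means half or more replicates reach 50% but mean below 50%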;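 further: 0% = complete ARNT plus TACC3 wells and 100% = ARNT alone without TACC3; many hits fall short of the cut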
An asterisk follows results filed as active; ? = inconclusive; nt = no result given; & = joins results of further samples. A portion of the library; the hit share may differ from the screen's.

SMILES	RAD52 anneal inh	RAD54 inh	esBAF inh	E-sel inducer	PglD inh	CASP6 VEID inh	ERp5 inh	ARNT TACC3 PPI
COc1ccccc1/C=C1\C(=O)NC(=S)N(c2ccccc2)C1=O	-20	-5	-1	0.1	-3	nt	3	-17
O=c1[nH]c(=O)n(-c2cccc3ccccc23)c(O)c1/C=N/N1CCCCCC1	-9	nt	2	0.2	nt	1	-1	-6
C=CCN1C(=O)NC(=O)C(Cc2ccc(OC)c(OC)c2)C1=O (configuration not stated)	nt	-1	-5	nt	1	nt	nt	0
CCc1cc(=O)oc2cc(OCC(=O)N3C[C@H]4C[C@@H](C3)c3cccc(=O)n3C4)c(Cl)cc12	-12	-11	-12	nt	0	0	-1	-18
CCn1c(O)c(C=NCCN2CCOCC2)c(=O)[nH]c1=S	-56	nt	nt	-0.2	nt	3	2	-5
CC(C)OC(=O)c1c(N)n(Cc2ccco2)c2nc3ccccc3nc12	nt	-10	-3	nt	-4	nt	nt	44
CCOC(=O)[C@]12Cc3cc(OC)ccc3[C@H]1N(C(C)C)C(=O)c1ccccc12	-24	nt	nt	-0.2	nt	-1	-1	nt
Oc1ccc(Cl)cc1Cc1ccccc1	1	-11	0	1.0	2	-3	8	8
CCCNC(=O)N1[C@@H]2Cn3c(ccc(-c4ccccc4OC)c3=O)[C@H]1[C@@H](C(=O)O)[C@@H]2CO	-5	1	0	0.0	6	1	2	-5
COC(=O)[C@@H]1[C@@H](CO)[C@@H]2Cn3c(ccc(-c4ccncc4)c3=O)[C@H]1N2S(=O)(=O)c1ccccc1F	-4	8	-3	-0.2	2	-1	7	-4
CC1CCCCN1Cc1c[nH]c2ccccc12 (configuration not stated)	-21	2	nt	nt	-3	-1	2	6
O=C(c1ccc(Br)cc1)C12CN3CN(CN(C3)C1)C2	-14	nt	nt	4.8	nt	-13	1	0

A draw from above in order of length of the SMILES, low to high:
SMILES	RAD52 anneal inh	RAD54 inh	esBAF inh	E-sel inducer	PglD inh	CASP6 VEID inh	ERp5 inh	ARNT TACC3 PPI
Oc1ccc(Cl)cc1Cc1ccccc1	1	-11	0	1.0	2	-3	8	8
CC1CCCCN1Cc1c[nH]c2ccccc12 (configuration not stated)	-21	2	nt	nt	-3	-1	2	6
O=C(c1ccc(Br)cc1)C12CN3CN(CN(C3)C1)C2	-14	nt	nt	4.8	nt	-13	1	0
COc1ccccc1/C=C1\C(=O)NC(=S)N(c2ccccc2)C1=O	-20	-5	-1	0.1	-3	nt	3	-17
CC(C)OC(=O)c1c(N)n(Cc2ccco2)c2nc3ccccc3nc12	nt	-10	-3	nt	-4	nt	nt	44
O=c1[nH]c(=O)n(-c2cccc3ccccc23)c(O)c1/C=N/N1CCCCCC1	-9	nt	2	0.2	nt	1	-1	-6
CCOC(=O)[C@]12Cc3cc(OC)ccc3[C@H]1N(C(C)C)C(=O)c1ccccc12	-24	nt	nt	-0.2	nt	-1	-1	nt
CCc1cc(=O)oc2cc(OCC(=O)N3C[C@H]4C[C@@H](C3)c3cccc(=O)n3C4)c(Cl)cc12	-12	-11	-12	nt	0	0	-1	-18
CCCNC(=O)N1[C@@H]2Cn3c(ccc(-c4ccccc4OC)c3=O)[C@H]1[C@@H](C(=O)O)[C@@H]2CO	-5	1	0	0.0	6	1	2	-5
COC(=O)[C@@H]1[C@@H](CO)[C@@H]2Cn3c(ccc(-c4ccncc4)c3=O)[C@H]1N2S(=O)(=O)c1ccccc1F	-4	8	-3	-0.2	2	-1	7	-4

Carrying on.
SMILES	RAD52 anneal inh	RAD54 inh	esBAF inh	E-sel inducer	PglD inh	CASP6 VEID inh	ERp5 inh	ARNT TACC3 PPI
O=C(NC1CCCCC1)N1Cc2cc(-c3ccccc3)ccc2-n2nncc2C1	6	4	3	0.0	-5	1	5	nt
Cc1cc(C)n2nc(SCC(=O)N3CCC4(CC3)OCCO4)nc2n1	nt	5	-11	nt	2	nt	nt	-6
O=c1[nH]c(=O)n(CCc2ccc(F)cc2)c(O)c1C=NCCCN1CCOCC1	nt	-9	0	nt	-7	nt	nt	-1
OC1/C(=C/c2ccc(Cl)cc2Cl)N2CCC1CC2 (configuration not stated)	-13	-15	7	1.4	9	0	2	1
C/C=C/c1ccc(C2[C@@H]3CN(Cc4cccc(F)c4)C[C@H]2N3)cc1 (some centres not stated)	38	nt	nt	0.1&-0.1	nt	0	2&-5	nt
COC(=O)C1=C(c2ccc3ccccc3c2)C[C@@H]2CC[C@H]1N2C(=O)NCc1ccco1	-62	-3	-4	-0.3	1	-1	-2	8
CC(C)CCC1(CN2CCCC2=O)C(=O)NC(=O)NC1=O	nt	-2	1	nt	0	nt	nt	-4
COc1cc2[nH]c(=O)n(-c3ccccc3)c(=O)c2cc1OC	nt	-2	2	nt	1	nt	nt	16
O[C@H]1[C@H](O)[C@@H](O)CN2CC[C@H](O)[C@H]12	-11	6	3	-0.3	4	2	5	-1
Cc1ccc(-c2cc(-c3ccccc3)cc(-c3ccccc3)[n+]2-c2ccccc2C(=O)O)cc1	11	3	nt	0.2	4	0	0	3
CC/C(=N\NC(=O)c1ccccc1Cl)c1c(O)n(C2CCCCC2)c(=O)[nH]c1=O	-11	-5	-2	nt	-2	-1	3	3
COCCOC(=O)c1c(N)n(Cc2ccc(OC)cc2)c2nc3ccccc3nc12	nt	-5	5	nt	1	nt	nt	-2
CSc1cccc(NP2(=O)OCC(C)([N+](=O)[O-])CO2)c1 (configuration not stated)	-3	nt	nt	0.1	nt	-1	3	-3
CCN(CC)CCN=Cc1c(O)n(CCC2=CCCCC2)c(=O)[nH]c1=O	-53	-5	1	nt	-6	-7	0	-1
CC1CN(c2ccc([N+](=O)[O-])c(N3CCCCC3)c2)CCN1 (configuration not stated)	4	-5	nt	0.4	-3	-4	3	9
O=C1NCN(c2ccccc2)C12CCN(C(c1nnnn1-c1ccc3c(c1)OCCO3)C1CC1)CC2 (configuration not stated)	-9	0	-7	-1.4	3	5	-6	nt
Cc1ccc(-n2c(O)c(/C=N/Nc3ccccc3)c(=O)[nH]c2=O)cc1C	-23	nt	nt	1.3	nt	2	-1	nt
CCCCn1c(O)c(C=Nc2c(C)n(C)n(-c3ccccc3)c2=O)c(=O)[nH]c1=O	nt	-13	-6	nt	0	nt	nt	-4
C=CCN1C(=O)NC(=O)/C(=C/c2ccc(OCC(=O)Nc3ccc(C)cc3)cc2)C1=O	-32	-6	-4	nt	-3	12	1	10
CN1CCN(/N=C/c2c[nH]c3ccccc23)CC1	7	-3	1	nt	-5	-2	3	0
O=C1c2ccccc2C(=O)N1Cc1nc2ccccc2c(=O)n1-c1ccccn1	nt	2	-4	nt	-4	nt	nt	-6
COc1ccc(-c2ccc([C@@H]3[C@@H](CO)N4CCCCN(C(=O)Cc5ccccc5)C[C@@H]34)cc2)cc1	nt	6	nt	0.0	4	nt	nt	20
COc1ccc(NC(=S)NC(NC(=O)CF)C(Cl)(Cl)Cl)c([N+](=O)[O-])c1 (configuration not stated)	nt	-5	-5	nt	1	nt	nt	-6
CC(=O)c1ccc(NC2=NCCCS2)cc1	0	-2	2	0.1	4	-2	4	nt
CCN(CC)C(=O)c1ccc(NC(=O)CSc2nnnn2-c2cc(OC)ccc2OC)cc1	nt	4	-1	nt	-1	nt	nt	3
COC(=O)C1=C(c2ccc(-c3ccccc3)c(F)c2)C[C@@H]2CC[C@H]1N2C(=O)NCc1cc(C)oc1C(F)(F)F	-10	2	-9	0.0	2	-3	0	-1
CC(=O)C1CCC2C3CC(O)C4CC(O)CCC4(C)C3CCC12C (configuration not stated)	-2	2	-1	nt	-3	1	0	-2
CCCCn1c(O)c(C(C)=NCCc2c[nH]c3ccccc23)c(=O)[nH]c1=O	-8	nt	nt	0.3	nt	-1	1	8
CCOC(=O)C1=C(N)OC2=C(C(=O)CCC2)C12C(=O)N1c3c(ccc(C)c32)C(C)=CC1(C)C (configuration not stated)	nt	-6	2	nt	3	nt	nt	-1
CCN(C=C1CC2C3CC=C4CC(O)CCC4(C)C3CCC2(C)C1=O)CC (configuration not stated)	-1	1	1	3.2	-1	-1	0	7
CCOc1cccc(OCC)c2c(C)[n+](CC3CCCO3)c(C)c1-2 (configuration not stated)	nt	-21	-5	nt	-1	nt	nt	10
O=c1c2ccccc2[nH]c(=S)n1-c1ccc2c(c1)OCCO2	2	nt	nt	nt	nt	-2	1	6
O=C(c1cc2cc(Br)ccc2[nH]1)N1CCC2(CC1)OCCO2	-14	-24	20	nt	-4	1	18	-9
NCCc1c[nH]c2ccc(F)cc12	nt	-21	3	nt	6	nt	nt	-8
CN(C)C(=O)Oc1ccc2ccccc2c1Cl	nt	0	19	nt	4	nt	nt	-5
CCCCN=Cc1c(O)n(-c2c(C)cc(C)cc2C)c(=O)[nH]c1=O	nt	-18	-4	-2.6	-2	nt	nt	-9
Cc1ccccc1-n1c(O)c(/C=N/NC(=O)c2ccccc2O)c(=O)[nH]c1=S	-61	-7	15	-0.2	-4	4	-9	57*
CCCCCCCCC(=O)NCc1ccc(O)c(OC)c1	1	-2	0	-0.3	-1	3	-2	-4
O=C(N/N=C/c1c(O)n(CCC2=CCCCC2)c(=O)[nH]c1=O)c1ccccc1	-25	-3	nt	-0.2	-1	1	-4	51*
CCc1c(C)nc(N)nc1N1N=C1SC(C(C)=O)C(C)=O	-2	2	4	5.9	-1	2	3	-9
Cc1nn(Cc2ccccc2)c(Cl)c1C(=O)OCC(=O)N1CCCC1	-4	nt	nt	0.1	nt	-3	3	-9
CC(=O)OCC[N+](C)(C)C	1&-11&-3	9&-5&2	1&4&0	-0.1&0.1&-0.1	-6&-7&0	-2&-5	-2&-7&-3	-3&-3&-2
CCc1ccc(OCC(=O)N2CCN(CC(=O)Nc3ccccc3Cl)CC2)cc1	-13	-2	10	nt	-1	2	4	-2
COC(=O)c1ccccc1-n1c(C)nc2ccccc2c1=O	nt	5	2	nt	1	nt	nt	17
C=C(C=O)CC1CC(O)[C@]2(C)OC3C[C@@H]4OC5C[C@]6(C)O[C@]7(C)CCC8OC9C[C@]%10(C)OC(/C(C)=C\CO)C(O)CC%10OC9CC(C)C8OC7CC6O[C@]5(C)C/C=C\C4OC3CC2O1 (some centres not stated)	nt	-9	2	nt	1	nt	nt	-6
O=c1[nH]c2ccccc2n1C1CCN(C(c2nnnn2Cc2ccccc2)C2CC2)CC1 (configuration not stated)	-3	0	11	-0.2	-2	nt	1	nt
COc1ccc(N2C(=O)CC(=O)NC2=O)cc1	nt	-3	1	nt	6	nt	nt	8
Nc1ccc([As](=O)(O)O)cc1	-14	6	4	0.0	-10	2	2	-5
CC(C)c1ccc(-n2c(O)c(/C=N/N3CCOCC3)c(=O)[nH]c2=S)cc1	-23	3	2	nt	-4	3	-1	7
CC(C)N=C(NC(C)C)N1CC1	1	-3	-6	0.1	-7	-76	0	nt
CNCC(O)c1ccc(O)cc1 (configuration not stated)	-16	5	0	2.4	4	-3	-1	nt
CCN1CC2([N+](=O)[O-])CC=C(Cl)C([N+](=O)[O-])(C1)C2 (configuration not stated)	-17	nt	nt	-0.1	nt	0	5	-13
COc1ccc(N2C(=O)/C(=C/c3ccc(N(C)C)o3)C(=O)NC2=S)cc1	-181	-27	-3	?	1	11	-16	1
O=C1NC(=S)NC(=O)C1=Cc1ccc(OCC(=O)N2CCCC2)cc1	-18	-5	nt	1.2	-2	27	-3	5

High-throughput results as filed in PubChem.
